# ADAM10 inh: inhibitors of human ADAM10; 370,000 tested, 0.62% active; inhibition, % at 7 µM; O14672; recombinant ADAM10, EDANS/DABCYL FRET peptide cleavage, 3 h;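 active = inhibition above a per-campaign cutoff equal to the mean of compounds falling between control-based bounds plus 3 SD, cut at about 20% in these data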;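 note: 0% = DMSO wells while the 100% control is not disclosed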
# TDP2 absorb: blocks human TDP2 phosphodiesterase activity. AID 720702. O95551. inhibition, % at 12.8 µM. 370,000 tested, 0.34% active. recombinant TDP2, T5PNP hydrolysis, p-nitrophenol absorbance 415 nm;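 active = inhibition above the mean of all tested compounds plus 3 SD, set per campaign, cut at about 25% in these data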;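 note: 0% = DMSO with enzyme and 100% = buffer with substrate but no TDP2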
#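 Material: recombinant human TDP2; quantity: TDP2 enzyme at 120 nM final; medium: Tris-HCl pH 7.5 with MgCl2; compound: single concentration, 12.8 µM nominal, with 1% DMSO; incubation: 2 h enzyme incubation at 37 °C; signal: epi absorbance; measure: percent inhibition; benchmarks: high control without enzyme, low control DMSO plus TDP2; repeats: singlicate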
# Tn6 DDE FP: inhibitors of Tn6 peptide binding to human fibrin DD(E). AID 720509. 370,000 tested, 0.21% active. inhibition, % at 8.3 µM. Fibrin DD(E) TRITC-Tn6 fluorescence polarization displacement. P02675;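 active = inhibition above a per-campaign cutoff: mean of compounds within control limits plus 3 SD, cut at about 15% in these data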;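 note: 0% = median of all compound wells on the plate and 100% = blocking peptide control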
# Target sequence (P02675 whole entry, looked up): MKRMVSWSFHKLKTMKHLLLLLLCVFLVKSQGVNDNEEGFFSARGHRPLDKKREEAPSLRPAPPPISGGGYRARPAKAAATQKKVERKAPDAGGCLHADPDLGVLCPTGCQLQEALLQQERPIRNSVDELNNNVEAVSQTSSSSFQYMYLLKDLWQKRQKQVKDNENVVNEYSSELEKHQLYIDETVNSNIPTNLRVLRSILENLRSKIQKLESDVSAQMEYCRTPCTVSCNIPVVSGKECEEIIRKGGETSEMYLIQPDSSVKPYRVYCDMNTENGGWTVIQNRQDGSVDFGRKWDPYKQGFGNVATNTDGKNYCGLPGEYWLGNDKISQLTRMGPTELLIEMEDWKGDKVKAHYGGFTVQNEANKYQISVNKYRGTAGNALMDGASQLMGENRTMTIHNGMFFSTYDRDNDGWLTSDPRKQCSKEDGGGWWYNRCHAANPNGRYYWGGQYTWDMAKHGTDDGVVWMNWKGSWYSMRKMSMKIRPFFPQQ
# PLC-gamma1 inh: inhibitors of human phospholipase C gamma1; P19174; purified PLC-gamma1, fluorogenic substrate, fluorescence; inhibition, % at 12.2 µM; 370,000 tested, 0.84% active; AID 720700; in the data active = inhibition above about 9.5%
# ADAM17 inh: inhibitors of human ADAM17; P78536; recombinant ADAM17, EDANS/DABCYL FRET peptide cleavage; inhibition, % at 6.95 µM; 370,000 tested, 0.83% active;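 active = inhibition above the mean of compounds lying between control limits plus 3 SD, set per campaign, cut at about 8.5% in these data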;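 note: 0% = DMSO-only wells as the low control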
# SIAE inh: blocks human sialic acid acetylesterase | 370,000 tested, 0.69% active | Q9HAT2 | AID 1053197 | inhibition, % at 9.66 µM | SIAE FP-Rh probe binding, fluorescence polarization;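 active = inhibition above a cutoff: mean of compounds within the control limits plus 3 SD of those, cut at about 17% in these data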;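 note: 0% = plate median of compound wells and 100% = probe without SIAE protein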
# PLCb3 inh: inhibitors of human phospholipase C beta3; Q01970; Purified PLC-beta3, fluorogenic substrate, fluorescence; inhibition, % at 12.2 µM; 370,000 tested, 0.18% active; AID 720704; in the data active = inhibition above about 11%;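 note: 0% = median of compound wells on plate and 100% = full blocker control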
# DDE Tn7 FP inh: DD(E)-Tn7 binding inhibition, primary FP screen; FP displacement of FITC-Tn7 peptide from fibrin DD(E); 0% = median of compound wells per plate; 370,000 tested, 0.13% active; inhibition, % at 8.3 µM;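 active = inhibition above the mean of compounds falling within the control limits plus 3 SD of them, cut at about 14% in these data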;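 note: 0% = plate median of compound wells and 100% = 10 µM Aha-Tn7 peptide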
#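 assay system = human clot-derived fibrin DD(E) complex | quantity = Fibrin-DD(E) at 2 µM final | timing = 10 min preincubation, 3 h with tracer, room temperature | signal = fluorescence polarization | measure = percent inhibition | benchmarks = high control wells with 10 µM unlabelled Aha-Tn7 peptide (full inhibition) | replicates = singlicate testing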
# ASAP1 GAP inh: ASAP1 ArfGAP inhibition; 360,000 tested, 0.19% active; AID 624377; ASAP1-stimulated ARF1 GTP hydrolysis, GDP FP detection; Q9ULH1; inhibition, % at 16.5 µM; in the data active = inhibition above about 25%;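 note: 0% = vehicle with enzyme and substrate and 100% = no enzyme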
# Target sequence (Q9ULH1 325-724 limits assumed): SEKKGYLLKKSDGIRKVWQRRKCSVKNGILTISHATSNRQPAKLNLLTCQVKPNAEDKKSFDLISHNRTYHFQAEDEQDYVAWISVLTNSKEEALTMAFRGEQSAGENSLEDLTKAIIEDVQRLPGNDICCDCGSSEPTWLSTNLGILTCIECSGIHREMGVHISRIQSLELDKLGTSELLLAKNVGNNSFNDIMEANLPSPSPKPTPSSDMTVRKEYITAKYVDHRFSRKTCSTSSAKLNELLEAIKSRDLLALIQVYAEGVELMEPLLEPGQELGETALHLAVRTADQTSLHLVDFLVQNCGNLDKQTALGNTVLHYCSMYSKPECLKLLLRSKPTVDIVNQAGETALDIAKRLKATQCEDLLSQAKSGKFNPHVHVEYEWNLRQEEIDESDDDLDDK
# ARFGAP1 inh: inhibits rat ARF GTPase activating protein 1 | Q62848 | 360,000 tested, 0.26% active | inhibition, % at 16.5 µM | Arfgap1-stimulated ARF1 GTP hydrolysis, GDP FP detection | AID 651572;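 active = inhibition above a per-plate limit, mean inhibition of low control wells plus 3 SD, cut at about 25% in these data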;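 note: 0% = DMSO wells with enzyme and 100% = wells lacking Arfgap1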
# Target sequence (Q62848 1-136 limits assumed): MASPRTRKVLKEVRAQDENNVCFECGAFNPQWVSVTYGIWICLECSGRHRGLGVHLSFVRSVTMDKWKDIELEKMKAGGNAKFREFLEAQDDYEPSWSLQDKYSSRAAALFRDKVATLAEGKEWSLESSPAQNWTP
#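 system = rat Arfgap1 catalytic domain, aa 1-136 | technique = FP, GDP Alexa 633 tracer displaced from anti-GDP antibody, 620/688 nm | compound = one concentration, 16.5 µM, DMSO 1.26% | medium = HEPES-based buffer, pH 7.5 | timing = compound-enzyme preincubation 20 min, reaction 120 min, detection 60 min, 25 °C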
# * = called active by the depositor; i = inactive; nt = not tested or not shown.
# Values run as follows: ADAM10 inh	TDP2 absorb	Tn6 DDE FP	PLC-gamma1 inh	ADAM17 inh	SIAE inh	PLCb3 inh	DDE Tn7 FP inh	ASAP1 GAP inh	ARFGAP1 inh
CC(=O)c1c(O)cc(O)cc1O
 : -10	0	0	2	1	6	4	0	-14	4
O=C(c1ccc(Br)cc1)c1coc2ccc(O)cc12
 : 9	6	5	-1	6	1	-8	-10	7	-5
COc1ccc(NC(=O)C/C(C)=N/NC(=O)c2ccco2)c([N+](=O)[O-])c1
 : 2	-15	-1	-4	-5	-4	-12	5	-17	-2
CC(=O)c1ccc(OCCCC(=O)OCC(=O)N2CCN(S(=O)(=O)c3ccc(C)cc3C)CC2)cc1
 : 7	-9	-1	6	3	-7	-3	-13	23	6
Cc1nc2ccc(C(=O)N3CCN(c4ccccn4)CC3)cc2s1
 : -6	0	-8	-2	-6	11	1	1	-2	-2
Cc1c([N+](=O)[O-])cc(C(=O)NCc2ccc(F)cc2)cc1[N+](=O)[O-]
 : -5	-6	3	0	0	8	0	9	-1	-7
CCOC(=O)C1=C(C)N(C[C@@H]2CC[C@@H](Cc3ccc4cc(OC)ccc4c3)O2)C(=O)NC1c1ccc(OC)cc1 (stereo partly drawn)
 : 16	-1	8	0	5	-6	-3	1	0	8
C[C@@H]1CN([C@@H](C)CO)C(=O)CCCn2cc(nn2)CO[C@H]1CN(C)C(=O)Nc1cccc(C(F)(F)F)c1
 : -14	2	4	-1	-6	9	1	0	5	-8
Oc1ccc2ccccc2c1CN1CCN(c2ccccc2)CC1
 : -22	4	-12	-2	-8	4	-3	-5	-1	3
CCOC(=O)C1CCN(C(=O)CNS(=O)(=O)c2ccc(Br)s2)CC1
 : -2	3	-5	2	0	5	2	0	10	-4
CCOc1ccccc1NC(=O)C1CCC(=O)N1S(=O)(=O)c1ccc(C)cc1 (stereo not drawn)
 : -6	3	-1	-2	-2	-6	-3	2	9	4
Nc1ccc2oc(-c3cccs3)nc2c1
 : -53	2	2	i	-21	3	i	1	-5	-3
CCCCc1c(O)nc(SCC(=O)Nc2ccc(OC)cc2)n(-c2ccc(C)c(C)c2)c1=O
 : 9	0	-3	-4	0	16	0	-3	-13	5
CCN(CC)S(=O)(=O)c1cc(C(=O)Nc2ccccn2)ccc1C
 : -14	1	-2	0	-6	-5	-1	0	0	-15
CC(C)n1c(SCC(=O)Nc2ccccc2)nc2c1c(=O)n(C)c(=O)n2C
 : 2	3	-1	0	-1	0	4	-3	-15	-3
Cc1cc(C)c(NC(=O)Nc2ccc3c(c2)OCO3)c(C)c1
 : 0	-2	4	0	-1	-5	-5	4	-6	0
O=C(COc1ccc(Cl)cc1Cl)N1CCCC1
 : -2	-6	4	1	0	-5	-1	-2	-3	3
O=[N+]([O-])c1c(NCCO)cc(N2CCC3(CC2)OCCO3)c2nonc12
 : 6	-9	1	-15	2	6	-11	-5	-11	-8
CC(C)(C)NC(=O)CN(C(=O)CCC(=O)Nc1nccs1)c1ccc(F)cc1
 : -7	9	4	1	-1	-5	-8	0	6	10
CSCCC(NS(=O)(=O)c1cccc(C(F)(F)F)c1)C(=O)N1CCN(C(=O)c2ccco2)CC1 (stereo not drawn)
 : -11	9	1	-6	-1	8	-9	7	-10	-6

# 3 entries from above in a different format.
CC(=O)c1ccc(OCCCC(=O)OCC(=O)N2CCN(S(=O)(=O)c3ccc(C)cc3C)CC2)cc1
  ADAM10 inh: 7 | TDP2 absorb: -9 | Tn6 DDE FP: -1 | PLC-gamma1 inh: 6 | ADAM17 inh: 3 | SIAE inh: -7 | PLCb3 inh: -3 | DDE Tn7 FP inh: -13 | ASAP1 GAP inh: 23 | ARFGAP1 inh: 6

CCOC(=O)C1CCN(C(=O)CNS(=O)(=O)c2ccc(Br)s2)CC1
  ADAM10 inh: -2 | TDP2 absorb: 3 | Tn6 DDE FP: -5 | PLC-gamma1 inh: 2 | ADAM17 inh: 0 | SIAE inh: 5 | PLCb3 inh: 2 | DDE Tn7 FP inh: 0 | ASAP1 GAP inh: 10 | ARFGAP1 inh: -4

O=C(COc1ccc(Cl)cc1Cl)N1CCCC1
  ADAM10 inh: -2 | TDP2 absorb: -6 | Tn6 DDE FP: 4 | PLC-gamma1 inh: 1 | ADAM17 inh: 0 | SIAE inh: -5 | PLCb3 inh: -1 | DDE Tn7 FP inh: -2 | ASAP1 GAP inh: -3 | ARFGAP1 inh: 3

# Remaining list, next part.
# Values run as follows: ADAM10 inh	TDP2 absorb	Tn6 DDE FP	PLC-gamma1 inh	ADAM17 inh	SIAE inh	PLCb3 inh	DDE Tn7 FP inh	ASAP1 GAP inh	ARFGAP1 inh
Cn1c(=O)[nH]c(=O)c2c1nc(CN1CCN(c3cccc(Cl)c3)CC1)n2Cc1ccccc1Cl
 : -3	1	2	4	3	4	2	-4	-3	1
CCOC(=O)N1CCN(C(=O)CSc2ccc3nnc(CCNC(=O)c4ccc(OC)cc4)n3n2)CC1
 : -15	-5	5	-2	-3	3	-7	1	9	8
COc1cc(/C=C/C(=O)Nc2nnc(C(C)(C)C)s2)cc(OC)c1OC
 : -134	14	8	-229	-34	-1	-266	-2	0	13
O=C(NCc1ccc(N2CCCC2=O)cc1)Nc1ccccc1
 : -5	0	8	-1	-5	-3	1	8	6	0
CC(C)(C)NS(=O)(=O)c1cc(C(=O)O)ccc1Cl
 : 1	5	11	-3	-4	10	-2	2	-4	5
CCC(C(=O)N1CCN(c2ccccc2OC)CC1)c1ccccc1 (stereo not drawn)
 : -6	-3	3	3	0	8	0	-6	6	-2
CCCCn1c(N)c(NCC(C)C)c(=O)[nH]c1=O
 : -42	10	5	1	-13	6	0	3	9	11
Cc1cccnc1Oc1ncccc1N
 : 4	-4	-10	0	-8	-8	-2	2	4	-7
Cc1ccc(C)c(OCCNc2ccc([N+](=O)[O-])cn2)c1
 : 11	-8	-2	7	5	6	1	0	-5	2
Cc1ccc(Cn2c(=O)n(Cc3ccc(C(=O)NCC4COC4)cc3)c(=O)c3ccccc32)cc1
 : 0	4	2	2	0	-8	1	-2	nt	nt
COc1ccc(NC(=O)CNC(=O)Cn2cnc3sc4c(c3c2=O)CCCC4)cc1OC
 : -7	13	1	0	1	1	-4	-4	-4	-17
CCn1nc(C)cc1C(=O)N1CCCC(N2CCN(c3cccc(Cl)c3)CC2)C1 (stereo not drawn)
 : -7	4	-7	1	-1	4	-4	-2	4	2
COc1ccc(C(=O)CSc2nnc(CNc3ccc(C)cc3C)n2Cc2ccco2)cc1
 : 13	-2	4	-3	6	-3	-4	0	0	4
Cc1no[n+]([O-])c1COc1ccc(/C=C(\C#N)C(N)=O)cc1
 : -1	6	-1	0	-3	15	1	5	-8	-8
Cc1cc(C)c(C(=O)COC(=O)C2CCN(c3ccc(C(F)(F)F)cn3)CC2)c(C)c1
 : -12	-3	-4	2	-6	2	-14	4	3	-10
O=S(=O)(c1ccccc1F)N1CCN(CC(O)c2ccccc2)CC1 (stereo not drawn)
 : -2	-3	-7	3	-3	7	-4	4	-5	-9
COc1ccc(CC(N)c2csc(Nc3ccc(C(=O)c4ccccc4)cc3)n2)cc1 (stereo not drawn)
 : -14	-9	-7	-158	-8	7	-173	-2	20	21
C[C@@H]1[C@@H](O)C[C@@]2(C[C@H](O)c3cc(F)ccc3O2)O[C@H]1c1ccccc1Cl
 : 7	3	-1	-5	0	-4	-4	-5	nt	nt
Cc1ccsc1C(=O)N1CCCCCC1(C)C(=O)NCC(C)C (stereo not drawn)
 : 1	-1	1	3	2	5	5	-2	-4	-1
CC(C)CN1C(=O)c2ccc(NC(=O)c3cccs3)cc2C1=O
 : -271	13	3	-285	-104	-4	-407	7	0	-11
O=C(COc1cccc(C(F)(F)F)c1)NCC(c1ccco1)N1CCCC1 (stereo not drawn)
 : -18	-5	3	-8	-6	-7	-22	-2	-1	2
CCOC(=O)C1CCCN(CCC(=O)Nc2ccccc2)C1 (stereo not drawn)
 : 1	8	-1	-2	-7	-2	-2	1	-19	-7
CC1=Nc2ccc3ccccc3c2C1(C)C
 : 0	-9	-2	-2	0	0	-3	0	1	-8
COCCn1c(C)cc(/C=C(\C#N)C(=O)OC(C)C(=O)Nc2ccc(NC(C)=O)cc2)c1C (stereo not drawn)
 : -7	0	-1	-8	-3	-5	-14	3	3	4
O=C(O)CC(NS(=O)(=O)c1c(F)cc(F)cc1Br)c1ccccc1Cl (stereo not drawn)
 : 1	-2	-10	1	-2	-5	-3	-5	-6	7
CC(NC(=O)c1ccc(C#N)cc1)C1CC2CCC1C2 (stereo not drawn)
 : 2	-9	3	-2	-3	4	-10	2	-4	9
Cc1cc(C)n2nc(C(=O)Nc3ccc(S(=O)(=O)N(C)C)cc3)nc2n1
 : 4	-10	-9	2	1	9	-3	-1	-5	-1
Cc1ccc(C(=O)NCC(=O)OCCCOC(=O)CNC(=O)c2ccc(C)cc2)cc1
 : 7	7	2	3	0	-1	-9	10	-2	-11
CCc1ccccc1NC(=O)c1cnc2n(c1=O)CCS2
 : -9	6	-5	2	-2	5	2	4	-2	-4
Cc1cc2oc(=O)cc(Cn3ccnc3)c2cc1C
 : -54	-9	8	-11	-11	-5	-10	-2	-11	0
O=C(NC1CCN(Cc2cccc([N+](=O)[O-])c2)CC1)c1ccccc1
 : -4	-10	-2	0	-2	6	-7	1	-8	7
CCc1ccc(NC(=O)N2CCC(c3ccccc3)C2)cc1 (stereo not drawn)
 : 3	19	-5	-1	-1	1	-6	1	0	-8
Cc1cc(OCC(=O)NCC(O)c2ccccc2)c2c(C)cc(=O)oc2c1 (stereo not drawn)
 : -97	-21	-3	-34	-32	-1	-68	-1	1	-3
NC(=O)CS(=O)(=O)c1nc2ccccc2n1Cc1ccccn1
 : 2	5	0	-15	-3	3	-23	2	0	5
COc1ccc(OCCCC(=O)N2CCCc3ccccc32)cc1
 : -15	-13	-9	8	3	-7	4	-3	-13	-3
COc1ccccc1NC(=O)Nc1cccnc1
 : -3	-7	-2	1	-5	0	-7	8	0	-1
S=C(NCc1cccnc1)Nc1ccc(Cl)cc1
 : 0	-7	-4	5	0	0	7	-8	5	4
COc1ccc(/C=C(/NC(=O)c2ccccc2)C(=O)NCCN2CCOCC2)cc1OC
 : -16	-5	2	-5	-7	-4	-7	-10	-1	-2
CCCCN1CCCCC1(C)C(=O)NCc1ccc2c(c1)OCO2 (stereo not drawn)
 : 5	1	4	0	0	9	1	-4	5	-2
Cc1cc(C)nc(SCNC(=O)c2ccc(Cl)cc2)n1
 : 2	2	-3	2	-4	-1	-2	5	10	-2
CCCCc1c(-c2cccc(OC)c2)ncn1CCc1ccccc1OC
 : 6	-4	-5	3	3	-2	-1	3	-10	-9
COc1cccc(CNCc2ccc3c(c2)OCO3)c1
 : -8	15	2	2	-2	-3	0	8	17	-9
Cc1ccc(C(OCC(O)CN2CCCCC2CO)c2ccccc2)cc1 (stereo not drawn)
 : -9	-10	-2	9	-3	-2	-2	9	-1	2
